Epigenetic reg: Quantitative High-Throughput Screen for Regulators of Epigenetic Control | murine LDR cells, GFP reporter derepression, 30 h | Potency, µM (top dose mostly 53.9 µM), for the others: at the top dose GFP activation, most hits filed as activators | 280,000 tested, 0.2% active; note: % of control where 0% means no effect; nearly all actives have a fitted effect of over 60% in size
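GFP-positive cell count by laser-scanning cytometry (objects 20–120 um) after 30 h, 37 C compound exposure of murine LDR cells; reporter is CMV-GFP integrated at a silenced locus, inducible by HDAC or DNMT inhibitors.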
GAA glycogen mod: qHTS Assay for Inhibitors and Activators of Human alpha-Glucosidase Cleavage of Glycogen; Potency, µM (highest dose often 76.4 µM), for inactives: at the top dose activity change, negative = inhibition, usual class: inhibitors; 300,000 tested, 0.38% active; Lysosomal alpha-glucosidase (Homo sapiens), P10253; recombinant GAA, glycogen substrate, Amplex Red glucose oxidase fluorescence;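 note: 0% = full enzyme reaction and -100% = no-enzyme basal signal; the screen sought inhibitors and activators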
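Recombinant human enzyme (4 nM); glycogen substrate; 37 C, 40 min, pH 5.0. Readout: coupled glucose oxidase/Amplex Red fluorescence.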
Tau fluor cs: Counterscreen qHTS for Inhibitors of Tau Fibril Formation, Fluorescence Polarization. AID 1463, 2008. Potency, µM (titrated, usually from 57.7 µM), inactives show at the highest dose activity change, negative = decrease. tau K18 P301L Alexa594 fluorescence, heparin fibrillization. 280,000 tested, 0.93% active; note: % is set by controls: 0 for no effect and ±100 for the full control effect; nearly all actives have a fitted effect of over 55% in size
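Human tau K18 P301L (15 uM unlabeled, 0.24 uM Alexa 594-labeled) in 100 mM sodium acetate pH 7 with 20 uM heparin, 6 hr at 37 C. ThT 30 uM added, 1 hr ambient; Alexa 594 FP and total fluorescence read at 555/632 nm.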
* hit, by the source's call; ? = inconclusive; & = joins results of further samples; [ ] = dose if it differs, or a comment. Calls come from the whole dose curve; as a rule, active = well fitted curve in the direction sought with a large enough effect; inconclusive = small, poorly fitted or top-dose-only effect, or another doubt; inactive = no such curve, though single readings can be large; an effect the other way counts as inactive or inconclusive. Potency is the fitted concentration of half-maximal effect.

Below each compound: GAA glycogen mod | Tau fluor cs | Epigenetic reg
- Cc1cc(NC(=O)c2ccccc2Cl)ccc1NC(=O)c1ccccc1
 : -6.7%[76.3 µM] | -2.6% | -0.8%
- COc1cccc(-c2noc(COc3ccccc3Cl)n2)c1
 : -4.2%[76.3 µM] | ? | 0.0%
- COCCCNC(=O)CSc1nc(-c2cccc(F)c2)[nH]c1-c1ccccc1
 : 0.0%[76.3 µM] | ? | 3.5%
- COc1ccc(Cl)cc1C(=O)NCc1nc(-c2cccc(C)c2)no1
 : 11.0%[76.3 µM] | ? | 11.1%
- Cc1ccc2nc(-c3cccc(NC(=O)c4cccc5c(Cl)cccc45)c3)oc2c1
 : 1.1%[76.3 µM] | -16.4% | 2.2%
- O=C(Nc1c(C(=O)Nc2ccccc2F)oc2ccccc12)c1cc2ccccc2o1
 : 9.6%[76.3 µM] | -20.6% | -3.2%
- CCn1nc(-c2ccccc2)c(-c2ccccc2)c(C(=O)Nc2nc(C)c(C(=O)N(C)C)s2)c1=O
 : 15.9%[76.3 µM] | 4.2% | -4.3%
- CCOc1ccccc1NC(=O)Cn1c(=O)n(CCC(=O)NCc2ccc3c(c2)OCO3)c(=O)c2ccccc21
 : 0.1%[76.3 µM] | -0.4% | 13.3%
- COc1ccc(NC(=O)CCS(=O)(=O)c2ccc3c(c2)n(C)c(=O)c(=O)n3C)cc1Cl
 : -6.0%[76.3 µM] | 0.4% | -2.9%
- Cc1cccc(C)c1OCc1cc(=O)n2ccsc2n1
 : -20.6%[76.3 µM] | -3.3% | 1.9%
- CC(=O)Nc1ccc(NC(=O)c2cc(-c3ccc4c(c3)OCCO4)on2)cc1
 : -2.8%[76.3 µM] | -1.8% | -1.6%
- COc1ccc(-c2noc(CSc3nc4ccccc4[nH]3)n2)cc1OC
 : 4.4%[76.3 µM] | ? | 0.0%
- Cc1ccc(-c2cc(C(F)(F)F)n3nc(C(=O)Nc4ccc(Cl)cc4Cl)cc3n2)cc1
 : -12.2%[76.3 µM] | -1.0% | -1.1%
- CC1CCCN(C(=O)CSc2c3c(nc4cc(Cl)ccc24)CCCC3)C1 (centres undefined)
 : -4.5%[76.3 µM] | -5.1% | -3.7%
- Cc1ccc(NCc2cccn2-c2nnc(N3CCC(C(=O)NCc4ccccc4C)CC3)s2)cc1
 : 2.9%[76.3 µM] | -25.8% | 0.0%
- Cc1ccc(CNC(=O)CCCn2c(=O)c3ccccc3n(CC(=O)C(C)(C)C)c2=O)cc1
 : -2.7%[76.3 µM] | -13.0% | 1.1%
- Cc1cc(C)cc(C(=O)Nc2ccc(-c3nc4ncccc4o3)cc2)c1
 : 5.3%[76.3 µM] | ? | 3.8%
- Cc1ccc(OCCSc2nnc(-c3cccs3)o2)cc1
 : 10.6%[76.3 µM] | -22.6% | -3.2%
- COC(=O)c1c(NC(=O)c2c(OC)cccc2OC)sc2c1CCCC2
 : -6.1%[76.3 µM] | ? | 0.8%
- COc1ccc(CNC(=O)CCS(=O)(=O)c2cc(Br)cc3c2N(C(=O)C2CC2)CC3)cc1
 : 9.2%[76.3 µM] | -3.5% | -1.8%
- CSc1ncc(Cl)c(C(=O)N(C)c2ccccc2)n1
 : -1.9%[76.3 µM] | -11.9% | 0.0%
- CC(C)(C)C1CCc2c(sc(NC(=O)c3noc4c3CCCC4)c2C#N)C1 (centres undefined)
 : -11.6%[76.3 µM] | -13.7% | -1.8%
- COc1cc(Cl)c(NC(=O)CN(C)S(=O)(=O)c2ccc3[nH]c4c(c3c2)CCCC4)c(OC)c1
 : 10.7%[76.3 µM] | ? | -1.2%
- O=c1nc2sc3ccccc3n2c(=O)n1-c1ccc(Cl)c(Cl)c1
 : 15.0%[76.3 µM] | -28.3% | 1.6%
- Cc1ccc(CSc2nc3cccnc3n2Cc2ccc(C(=O)NCCc3ccccc3)cc2)cc1
 : -14.6%[76.3 µM] | -11.0% | -1.2%
- O=C(NCc1ccc(Cl)cc1)C1CCN(S(=O)(=O)c2cccc3nonc23)CC1
 : -1.8% | -13.5% | 1.8%
- COc1ccc(NC(=O)NCc2cccn2Cc2ccc(F)cc2)cc1OC
 : 5.6%[76.3 µM] | ? | -3.2%
- COc1ccc(CNc2oc(-c3ccc(COc4ccc(Cl)cc4)o3)nc2C#N)cc1
 : ? | ? | 4.0%
- CCOc1ccc(CCNC(=O)C2CCN(Cc3nc(-c4ccc(OC)c(OC)c4)oc3C)CC2)cc1OCC
 : -3.8%[76.3 µM] | -1.1% | 0.0%
- COc1ccc(Nc2nnc(-c3cc4cc(Cl)ccc4oc3=O)s2)cc1
 : -9.2%[76.3 µM] | -21.7% | -1.6%

Two entries from above, bar-delimited:
smiles | GAA glycogen mod | Tau fluor cs | Epigenetic reg
Cc1cc(C)cc(C(=O)Nc2ccc(-c3nc4ncccc4o3)cc2)c1 | 5.3%[76.3 µM] | ? | 3.8%
COc1ccc(CNc2oc(-c3ccc(COc4ccc(Cl)cc4)o3)nc2C#N)cc1 | ? | ? | 4.0%

(list continues)
Below each compound: GAA glycogen mod | Tau fluor cs | Epigenetic reg
- COc1ccccc1CNC(=O)c1ccc2c(c1)CCN2S(=O)(=O)c1ccccc1
 : 8.6%[76.3 µM] | -18.7% | 1.9%
- O=C(Cn1ncc2c3ccccc3n(Cc3ccccc3F)c2c1=O)NCc1ccccc1Cl
 : -8.3%[76.3 µM] | -1.4% | 4.0%
- CCS(=O)(=O)N1CCc2cc(C(=O)Nc3ccc(OC)c(Cl)c3)ccc21
 : -18.7%[76.3 µM] | -9.0% | -3.9%
- Cc1c(-c2nsc(NC(=O)c3ccccc3)n2)nnn1-c1ccc(C(F)(F)F)c(Cl)c1
 : 8.6%[76.3 µM] | 3.7% | -0.9%
- Cc1ccc(-c2c(C(=O)N3CCN(c4cccc(C)c4)C(C)C3)oc(=O)c3ccccc23)cc1 (centres undefined)
 : -9.9%[76.3 µM] | -14.7% | 0.0%
- Cc1cc(C)cc(Oc2c(C(F)(F)F)oc3c(CN4CCCC(C)C4)c(O)ccc3c2=O)c1 (centres undefined)
 : 1.8%[76.3 µM] | -11.3% | -1.0%
- CCc1ccc(NC(=O)CSc2nc(C)c(C(=O)Nc3ccccc3)c(-c3ccc(OC)c(OC)c3)c2C#N)cc1
 : 5.8%[76.3 µM] | -12.1% | -1.6%
- CCCCSCCCNC(=O)CN1C(=O)COc2ccc(S(=O)(=O)N3CCC(C)CC3)cc21
 : 0.3%[76.3 µM] | -18.9% | -5.3%
- COc1ccc(OC)c(CNC(=O)c2nn(C)c3c2CS(=O)(=O)c2ccccc2-3)c1
 : -8.0%[76.3 µM] | -11.4% | 1.4%
- O=C(Cn1ncn2nc(-c3cccs3)cc2c1=O)NCc1cccc(Br)c1
 : 11.4%[76.3 µM] | -13.7% | 9.2%
- O=C1CC(=O)Nc2cc(S(=O)(=O)N3CCOc4ccccc43)ccc2N1
 : 1.7%[76.3 µM] | -2.5% | 1.1%
- Cc1ccc(NC(=O)c2cn3c4c(ccc(Cl)c4c2=O)OC(C)C3)cc1C (centres undefined)
 : -7.9%[76.3 µM] | 5.4% | 8.6%
- CC(C)(C)C(=O)Nc1ccc2nc(SCc3ccccc3)sc2c1
 : -11.6%[76.3 µM] | ? | -1.6%
- Cc1cc(NC(=O)c2cnn(-c3ccccc3)c2-n2cccc2)ccc1Br
 : -3.4%[76.3 µM] | -25.9% | 4.1%
- Fc1ccc(CNc2nc(-c3ccccc3)cc(C(F)(F)F)n2)cc1
 : -31.6%[76.3 µM] | -20.0% | -1.7%
- CC(C)OCCCNC(=O)c1ccc(-n2c(-c3ccccc3)cc3c2CCCC3)cc1
 : 9.0%[76.3 µM] | ? | -1.2%
- CCOC(=O)NC1(C(F)(F)F)NC(=O)N(c2ccc(C)c(C)c2)C1=O (centres undefined)
 : -6.1%[76.3 µM] | ? | 0.0%
- O=C(CC1(O)C(=O)N(CCc2ccccc2)c2ccc(Br)cc21)c1ccc(F)cc1 (centres undefined)
 : -2.3%[76.3 µM] | ? | 13.3%
- CC1CCN(c2nc3c(S(=O)(=O)c4ccccc4)nnn3c3ccc(Cl)cc23)CC1
 : -11.7%[76.3 µM] | -13.1% | 0.8%
- COc1ccc(-c2noc(-c3ccc(NCc4cccnc4)c([N+](=O)[O-])c3)n2)cc1
 : -4.3%[76.3 µM] | -9.7% | -0.9%
- CCN(CC)c1ccc(CN(C(=O)c2cc(=O)c3ccccc3o2)C2CCS(=O)(=O)C2)cc1 (centres undefined)
 : -5.2%[76.3 µM] | -22.8% | -0.8%
- Cc1ccc(N2C(=O)c3[nH]nc(-c4ccc(Cl)cc4)c3C2c2ccc(F)cc2)cc1 (centres undefined)
 : 12.0%[76.3 µM] | ? | 1.7%
- Cc1cc(C)c(NC(=O)Nc2csc3c2CCCC3)c(C)c1
 : 12.6%[76.3 µM] | 2.9% | 0.0%
- CSc1ncc(Cl)c(C(=O)Nc2c(C(=O)Nc3cccc(Cl)c3)oc3ccccc23)n1
 : 12.4%[76.3 µM] | -5.7% | -1.9%
- CCCN1CCN(CCCNC(=O)c2ccc(CS(=O)c3ccc(OC)cc3)o2)CC1 (centres undefined)
 : 0.8%&-6.4%[76.3 µM] | -1.2% | -1.6%
- Cc1ccc(C)c(NC(=O)Cn2cc(C(=O)c3cccs3)c3ccccc32)c1
 : -1.3%[76.3 µM] | ? | ?
- CC(C)(C)c1ccc(OCC(=O)Nc2c(C(=O)c3ccc(F)cc3)oc3ccccc23)cc1
 : -7.1%[76.3 µM] | -18.9% | -1.0%
- Cc1ccc(NC(=O)N(Cc2cn(C)c3ccccc23)C2CCCCC2)cc1C
 : 12.7%[76.3 µM] | -16.2% | -1.6%
- COc1cccc(CCNC(=O)c2cnc3sc(N4CCCC4)nn3c2=O)c1
 : 10.5%[76.3 µM] | -1.0% | 0.0%
- CCn1c(=O)c2cc(C(=O)NCCCN3CCN(c4ccc(F)cc4)CC3)sc2c2ccccc21
 : -8.4%[76.3 µM] | ? | ?

Going on with the list:
Below each compound: GAA glycogen mod | Tau fluor cs | Epigenetic reg
- COc1ccc(NC(=O)C(CC(C)C)NS(=O)(=O)c2ccc3c(c2)oc(=O)n3C)cc1Cl (centres undefined)
 : 16.4%[76.3 µM] | 3.9% | -0.3%
- COc1cc2c(cc1OC)C(c1ccc(F)cc1)N(c1ccccc1)C(=O)C2 (centres undefined)
 : 2.8%[76.3 µM] | 2.1% | 0.0%
- COc1cc(/C=C/c2nc(C#N)c(NC3CCCCC3)o2)cc(OC)c1OC
 : ? | ? | -1.2%
- CCOc1ccc(S(=O)(=O)N(C(C)=O)c2ccc3oc(C)c(C(=O)OC)c3c2)cc1
 : 12.7%[76.3 µM] | -25.5% | -0.1%
- Cc1c(C(=O)Nc2cccc(C(F)(F)F)c2)sc2nc3n(c(=O)c12)CCC3
 : 11.9%[76.3 µM] | 2.5% | 0.0%
- COc1ccccc1CNS(=O)(=O)c1c(C)nc2sccn2c1=O
 : -7.8%&-0.2%[76.3 µM] | -2.0% | 1.3%
- CC1=C(C(=O)OCC2CCCCC2)C(c2ccccc2F)CC(=O)N1 (centres undefined)
 : 15.5%[76.3 µM] | -4.3% | 1.6%
- Cc1ccc(CCNC(=O)C2CCN(Cc3nc(-c4ccccc4C)oc3C)CC2)cc1
 : -9.1%[76.3 µM] | -4.6% | 1.1%
- Cc1ccc2nc(-c3ccc(C)c(NC(=O)CSc4ccc(Cl)cc4)c3)oc2c1
 : 4.6%[76.3 µM] | -5.7% | 1.1%
- CCc1ccccc1N1CC(c2nc3ccccc3n2CCC2CCCCC2)CC1=O (centres undefined)
 : 1.8%[76.3 µM] | -14.6% | 14.8%
- COc1ccc2c(c1)NC(c1ccc(OCC(C)C)cc1)=NC(c1ccncc1)=N2
 : ? | ? | -3.3%
- COc1cccc(CC(=O)Nc2c(C(=O)N3CCN(c4ccccc4F)CC3)oc3ccccc23)c1
 : -4.8%[76.3 µM] | -5.6% | -3.7%
- CCCc1oc2ccc(NS(=O)(=O)c3ccc(OCC)cc3)cc2c1C(=O)OCC
 : -15.2%[76.3 µM] | ? | 2.0%
- O=C(c1ccc(C(F)(F)F)cc1)N1CCC(c2noc(-c3ccc(S(=O)(=O)N4CCCC4)cc3)n2)CC1
 : 1.1%[76.3 µM] | -11.0% | -3.8%
- O=C1CC(c2ccc(Cl)cc2)c2cc3c(cc2N1)OCCO3 (centres undefined)
 : 12.3%[76.3 µM] | -14.2% | -1.8%
- O=C(c1ccccc1Cl)N(Cc1ccco1)c1ccccn1
 : 11.2%[76.3 µM] | 7.5% | -3.2%
- COc1ccc(C)cc1NC(=O)N1CC(C)Sc2ccccc21 (centres undefined)
 : -2.4%[76.3 µM] | -13.1% | -1.2%
- Cc1ccc(-c2nc3ccc(Cl)cn3c2Nc2ccc3c(c2)OCCO3)s1
 : ? | ? | 5.1%

From PubChem BioAssay

The list is partial (hit frequency here may not be typical).
